Screening results as filed in PubChem BioAssay.
Vif-APOBEC3F blk = inhibitors of Vif-A3F interaction; Potency, µM (titrated, usually from 46.1 µM), for the others: at the highest dose activity, negative = active; HeLa A3F-eYFP + Vif (tagged APOBEC3F with the HIV-1 protein that degrades it), YFP fluorescence increase; 390,000 tested, 0.2% active; further: potency means the concentration at half of the fitted maximal effect; % of control where 0% means no effect; nearly all actives have a fitted effect of over 65% in size
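HeLa cells stably expressing Vif plus C-terminally eYFP-tagged A3F were seeded, incubated overnight at 37 deg C, dosed with compound, incubated overnight again at 37 deg C. Yellow fluorescence (Ex 488/Em 500-530) reported blocked Vif-mediated A3F-eYFP degradation.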
LDHA inh = LDHA (human) enzyme inhibition; purified LDHA, NADH/diaphorase-resazurin fluorescence; active compounds read low; 480,000 tested, 0.15% active; P00338; activity change, % (values are at about 110 or 230 µM); in the data active means activity change below about -30%; inconclusive means mostly about -25% to -30%;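 further: plate controls were DMSO wells for no effect and wells without enzyme for full effect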
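Human LDH5 (2 nM) was incubated with 0.06 mM NADH and 0.2 mM pyruvate for 5 min at room temperature in Tris pH 7.4. Remaining NADH was coupled through diaphorase/resazurin, and resorufin fluorescence was read at 0 and 20 min.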
GRP78 ERSR act = inducers of ER stress response in human glioma cells | U87-MG GRP78 promoter luciferase reporter, 16 h | Potency, µM, for the others: at the highest dose activation, most hits filed as activators | 420,000 tested, 0.02% active | AID 602332; further: potency means the concentration at half of the fitted maximal effect; series mostly up to about 76 µM; % of control where 0% means no effect; nearly all actives have a fitted effect of over 35% in size
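Stably transfected U87-MG human glioma cells carrying a GRP78-based luminescent sensor were seeded at 1000 cells/well, pin-dosed with compounds and incubated 16 h. Luciferase reagent was then added, and end-point luminescence was read after 10 min at room temperature.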
D2 agonist = activates the human D2 dopamine receptor; P14416; HEK293 T-REx D2 cells, calcium flux agonist mode; activation, % at 2 µM; 340,000 tested, 0.53% active; AID 485358;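 active means activation over 3 SD above normal in the single-dose calcium agonist read, cut at about 30% in these data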; further: 0% is about no effect
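Agonism scored from kinetic calcium signal (1 read/sec, 180 s) following compound pin transfer, after a 10 s baseline. Cells: HEK293 Trex line expressing inducible D2 receptor coupled to calcium, dye-loaded after overnight culture at 30 C.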
ERG-DNA inh = inhibitors of human ERG Ets domain-DNA interaction; 370,000 tested, 0.028% active; P11308; fluorescence polarization, His-ERG Ets domain / labelled DNA; AID 624246; Potency, µM (highest dose often 76.9 µM), without a hit: top-dose FP activity, negative = inhibition, most hits filed as inhibitors; active means well fitted inhibition curve with a large enough effect in the polarisation, with a control signal flat; inconclusive means small, poorly fitted or top-dose-only effect, or effect the other way, or a change in a side signal; inactive means no such curve, though single readings can be large or run the other way; the % refers to the polarisation;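 further: polarization taken with two DNA probes labelled with fluorescein and Texas red; potency means the concentration at half of the fitted maximal effect; % of control where 0% means no effect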
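His-tagged ERG Ets domain (1 uM in the protein solution; 300mM KCl, 50mM Tris-HCl, 1mM EDTA, 1mM DTT, pH 7.5) received compound, then a probe mix of 5 nM fluorescein-DNA and 100nM Texas-615-DNA. Fluorescence polarization was read for both dyes.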
Vif-A3G inh = Vif-A3G binding inhibition; Q9HC16; HeLa A3G-eYFP + Vif (tagged APOBEC3G with the HIV-1 protein that degrades it), YFP fluorescence, overnight; Potency, µM (titrated, usually from 46.1 µM), for the others: at the top dose activity, negative = active, actives largely listed as inhibitors; 410,000 tested, 0.076% active; AID 602310;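 further: potency means the concentration at half of the fitted maximal effect; on the % scale 0 is the no-effect control and ±100 the full control effect; nearly all actives have a fitted effect of over 60% in size; hits raise eYFP signal because A3G escapes Vif-driven loss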
Target sequence (Q9HC16 whole entry, looked up): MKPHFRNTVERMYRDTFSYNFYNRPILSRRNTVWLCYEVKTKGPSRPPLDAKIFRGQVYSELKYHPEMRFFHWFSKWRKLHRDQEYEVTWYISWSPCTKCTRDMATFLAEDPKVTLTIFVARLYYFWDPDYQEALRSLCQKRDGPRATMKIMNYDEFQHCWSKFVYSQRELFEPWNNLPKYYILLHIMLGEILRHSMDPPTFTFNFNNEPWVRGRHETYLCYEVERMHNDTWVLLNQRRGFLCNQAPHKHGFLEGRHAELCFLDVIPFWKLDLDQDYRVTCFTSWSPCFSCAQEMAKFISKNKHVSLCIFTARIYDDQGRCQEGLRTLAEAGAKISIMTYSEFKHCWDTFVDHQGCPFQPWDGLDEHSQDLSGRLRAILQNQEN
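HeLa cells stably expressing Vif and C-terminally eYFP-tagged A3G, seeded overnight at 37 deg C, then exposed to compound by pintool overnight at 37 deg C. Rise in yellow fluorescence (Ex 488/Em 500-530, Acumen) marks blocked Vif-driven A3G degradation.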
D2 antagonist = D2 dopamine receptor (human) antagonism | AID 485344 | P14416 | inhibition, % at 10 µM | 340,000 tested, 2% active | HEK293 TREx D2 cells, calcium flux, dopamine EC80; in the data active means inhibition above about 30%; further: 0% is about no effect
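Read-out: kinetic calcium fluorescence (1 cycle/s) in inducible HEK293 T-REx D2 cells after an EC80 dopamine addition that followed 180 s compound preincubation. Loss of the dopamine response indicates antagonism.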
12-LOX inh = inhibitors of human 12S-lipoxygenase ALOX12; 580,000 tested, 1.1% active; Potency, µM (series often up to 108 µM), for inactives: at the top dose activity change, negative = inhibition, hits mostly inhibitors; P18054; purified 12hLO, xylenol orange hydroperoxide absorbance; further: potency means the concentration at half of the fitted maximal effect; on the % scale 0 is the no-effect control and ±100 the full control effect
Target sequence (P18054 whole entry, looked up): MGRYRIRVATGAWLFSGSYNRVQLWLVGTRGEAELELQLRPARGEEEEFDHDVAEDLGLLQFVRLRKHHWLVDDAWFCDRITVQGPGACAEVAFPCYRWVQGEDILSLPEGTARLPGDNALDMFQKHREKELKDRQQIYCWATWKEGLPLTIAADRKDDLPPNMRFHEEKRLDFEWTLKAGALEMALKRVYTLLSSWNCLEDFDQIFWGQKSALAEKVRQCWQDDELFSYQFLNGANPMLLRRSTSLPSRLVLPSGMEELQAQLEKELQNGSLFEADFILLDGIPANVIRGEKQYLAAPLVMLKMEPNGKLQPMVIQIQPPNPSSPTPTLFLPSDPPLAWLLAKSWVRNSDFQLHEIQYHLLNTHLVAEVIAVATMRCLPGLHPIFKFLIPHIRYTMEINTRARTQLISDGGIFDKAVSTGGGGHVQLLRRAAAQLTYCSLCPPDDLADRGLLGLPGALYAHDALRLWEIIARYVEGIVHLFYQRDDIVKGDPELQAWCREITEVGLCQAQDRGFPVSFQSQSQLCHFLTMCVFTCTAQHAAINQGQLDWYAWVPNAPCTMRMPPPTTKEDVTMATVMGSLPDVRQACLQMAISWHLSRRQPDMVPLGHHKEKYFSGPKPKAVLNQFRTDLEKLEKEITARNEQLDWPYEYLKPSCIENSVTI
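Purified human 12hLO at 150 nM in 25 mM Hepes, 0.01% Triton X-100, pH 7.0, preincubated 15 min at room temperature with compound. Reaction started with 40 uM arachidonic acid, 30 min at room temperature. Hydroperoxide measured by Fe-xylenol orange, 573/405 nm absorbance ratio.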
RGS4 inhibitor = human RGS4 inhibition; Potency, µM (doses to about 114 µM), inactives show at the top dose activity change, negative = inhibition, actives largely listed as inhibitors; 390,000 tested, 0.039% active; AID 504845; Transcreener GDP fluorescence polarization, RGS4-accelerated GTP hydrolysis; further: potency means the concentration at half of the fitted maximal effect; on the % scale 0 is the no-effect control and ±100 the full control effect; nearly all actives have a fitted effect of over 75% in size; some results filed as inactive show a strong effect at the top dose
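MLSMR compounds (23 nl, pin-transferred) preincubated 10 min at room temperature with a 500nM (2x) first reagent, then RGS4 at 900nM (2x) plus Transcreener GDP mix added; fluorescence polarization (620/688 nm) read before and after 90 min at 30 °C.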
* hit, by the source's call; ? = inconclusive; · = no result given; & = joins results of further samples; [ ] = remark or other dose. Unless noted, the call rests on the fitted dose curve; in most records, active means well fitted curve in the direction sought with a large enough effect; inconclusive means small, poorly fitted or top-dose-only effect, or another doubt; inactive means no such curve, though single readings can be large; an effect the other way counts as inactive or inconclusive.

SMILES	Vif-APOBEC3F blk	LDHA inh	GRP78 ERSR act	D2 agonist	ERG-DNA inh	Vif-A3G inh	D2 antagonist	12-LOX inh	RGS4 inhibitor
O=C(NCc1ccncc1)c1nc(-c2cccs2)no1	4%	-5	0%	-0.6	6%	-4%	-15	6%	-6%
CCN(Cc1nc2cc(Cl)ccc2c(=O)[nH]1)C(=O)c1cc(C2CC2)nn1-c1ccccc1	-26%	-2	-6%	-2.3	15%	-13%	7	4%	22%
CCCc1nnc(NC(=O)c2ccc(N3C(=O)C4C5C=CC(C5)C4C3=O)cc2)s1 (stereo not given)	-6%	-2	-1%	-0.4	·	0%	7	-13%	16%
O=C(Cc1ccc(Br)cc1)Nc1ncc([N+](=O)[O-])s1	-12%	-5	-4%	9.9	-3%	0%	9	0%	-43%
O=c1[nH]cnc(O)c1C(c1ccc([N+](=O)[O-])cc1)c1c(O)nc[nH]c1=O	-15%	-11	-5%	-1.8	1%	-1%	-6	?	32%
Cc1cc(C)c(NC(=O)CS(=O)CC(=O)N2CCN(c3ccc(F)cc3)CC2)c(C)c1 (stereo not given)	-4%	1	-5%	0.1	-6%	-7%	-3	9%	7%
CCOc1cc(N2CCOCC2)c(OCC)cc1NC(=O)C(C)C	4%	9	-2%	0.8	-4%	1%	-13	4%	6%
CCOC(=O)c1c(S(=O)(=O)NCCCc2ccco2)c(C)n(C)c1C	-7%	0	-2%	·	-4%	3%	·	-12%	?
O=C(c1ccc(-c2ccccc2)c(F)c1)C1CCCN(C(=O)c2cncs2)C1 (stereo not given)	0%	-5	-3%	0.5	11%	2%	-3	8%	-6%
C=C(C)C(=O)OCCCCCCOc1ccc(C(=O)O)cc1	-1%	-1	-4%	0.3	-5%	1%	1	0%	-52%
CS(=O)(=O)N1CCC(C(=O)NCCc2ccccc2)CC1	-1%	-15	-4%	-0.4	·	-3%	-8	2%	0%
Cc1sc2ncn(CCn3cnc4sc(C)c(C)c4c3=O)c(=O)c2c1C	·	-5	-2%	-0.1	-9%	1%	9	119%[activator]	-11%
Brc1cc2c(cc1/C=N/Nc1nc3ccccc3s1)OCO2	-12%	-7	?	·	5%	-13%	·	-10%	1%
C[C@H]1CN([C@@H](C)CO)C(=O)CCCn2cc(nn2)CO[C@@H]1CN(C)C(=O)NC1CCCCC1	·	-7	-5%	·	·	-1%	·	23%	·
Cc1ccccc1C(=O)Nc1cccc(OCc2cc(=O)n3cccc(C)c3n2)c1	4%	-5	-3%	0.5	0%	-2%	·	-15%	-12%
Cc1ccc[n+](CC(=O)N2CCCc3ccccc32)c1	0%	-2	-3%	0.6	-1%	0%	31*	-1%	-11%
CCN(CC)S(=O)(=O)c1cccc(C(=O)N/N=C/c2ccc(OC)c(O)c2)c1	-2%	-2	-2%	0.8	-14%	-3%	-17	5%	19%
CCC(=O)N1CCN(c2ccc(Cl)cc2NC(=O)c2ccc3c(c2)OCCO3)CC1	5%	-1	0%	-0.4	-7%	0%	-13	-15%	-43%
N/C(Cc1ccc([N+](=O)[O-])cc1)=N\OC(=O)c1ccco1	-1%	0	4%	·	4%	1%	·	13%	-12%[56.9 µM]
CC(=O)c1c(C)[nH]c(C(=O)OCc2cc(-c3ccco3)on2)c1C	-20%	-1	-3%	·	14%	-5%	·	3%	-7%
O=C(Cc1ccccc1F)N1CCC(c2nc3c(nnn3Cc3cccc(Cl)c3)c(=O)[nH]2)CC1	7%	-10	-1%	3.1	9%	7%	·	?	16%
COc1ccc(CCNS(=O)(=O)c2cc3c(cc2C)NC(=O)CO3)cc1OC	0%	0	-4%	3.0	-20%	5%	7	26%	4%
CCCc1cc(=O)[nH]c(NCCc2ccccc2)n1	-6%	-2	2%	0.3	3%	1%	-3	-20%	-5%
CCOC(=O)c1cnc2c(-c3ccccc3)cnn2c1C	-8%	-2	1%	3.9	-6%	-14%	-6	1%	9%
Cc1ccn2c(C(=O)N/N=C/c3ccc(Cl)cc3)c(C)nc2c1	1%	-2	0%	-1.2	1%	0%	-16	-4%	19%
CC[C@]12c3[nH]c4cc(-c5ccco5)ccc4c3CCN1C(=O)[C@@H](CC(=O)NCCCOC)C[C@@H]2C(=O)N1CCN(C(=O)C2CC2)CC1	0%	-4	-2%	·	2%	-8%	·	-10%	-35%
CCN(CC(=O)NCc1cccs1)C(=O)c1ccc(Cl)c(Cl)c1	0%	0	-4%	·	4%	5%	·	?	12%
COc1ccc(-n2c(C)cc(/C=C3\SC(=S)NC3=O)c2C)cc1	10µM*	-1	3%	1.4	-1%	-21%	-29	?	-37%
CNC(=O)c1cc(C(=O)c2ccc(F)cc2C(F)(F)F)c[nH]1	-1%	-2	-3%	-0.3	16%	2%	3	0%	18%
O=C(Cn1cnc2onc(-c3ccc(F)cc3)c2c1=O)Nc1cccc(C(F)(F)F)c1	6%	0	0%	0.4	-10%	-7%	·	?	18%
CC(Nc1nc(-c2ccccc2F)nc2ccccc12)c1ccccc1 (stereo not given)	-14%	4	-7%	·	-5%	-8%	·	0%	11%
COc1cccc(CSc2nc3ccccc3cc2C=O)c1	-6%	-6	-6%	2.2	6%	-24%	-9	12%	-32%
COc1cccc(CN2CCN(c3ncccn3)CC2)c1OC	2%	-15	-1%	81*	2%	-3%	60*	?	12%
CSc1cccc(NC(=O)c2cnn3ccccc23)c1	-1%	-4	-2%	6.1	8%	-5%	-32	-5%	16%
COc1ccc(NC(=O)C(CC(=O)O)Cc2ccc(Br)cc2)cc1 (stereo not given)	15%	-2	-1%	1.4	-1%	-5%	2	16%	-14%[56.9 µM]
COc1ccc(NC(=O)CSCC(=O)N(C)Cc2cccc(OC)c2OC)cc1	1%	-2	-5%	-0.1	?	1%	-2	-1%	-22%
Cc1ccc(C(=O)NCCc2nnc3ccc(SCC(=O)Nc4cc(C)on4)nn23)cc1	1%	-6	0%	-0.2	2%	0%	1	0%	27%
O=C(CN1C(=O)NC2(CCCC2)C1=O)c1ccc(Cl)s1	-10%	-4	1%	-0.5	-3%	-3%	-12	?	-11%
CC(=O)c1ccc(NC(=O)c2ccc(NC(=O)CCS(=O)(=O)c3cccs3)cc2)cc1	-2%&-7%	-18&-13	-16%&-4%	0.7&0.5	2%&0%	-6%&-4%	4	-13%&-3%	-11%&-17%
CCOc1ccc(C(=O)NC(=S)N2CCN(c3ccc(C(F)(F)F)cc3[N+](=O)[O-])CC2)cc1	-17%	-4	0%	-0.8	-3%	0%	-7	-14%	-16%
COc1ccc(NC(=O)c2sc3nc(N4CCOCC4)c4c(c3c2N)CCCC4)c(OC)c1	-7%	-3	-3%	·	0%	-7%	·	18%	-22%
COC(=O)c1c(NC(=O)COC(=O)c2ccccn2)sc(C)c1C	-10%	-1	-2%	0.1	4%	0%	12	-9%	-43%
COc1cc(CN2CCC(C(=O)NCCC(C)C)CC2)ccc1OCc1ccccc1	1%	-8	3%	-1.7	4%	5%	8	15%	3%
Cc1ccc2c(c1)nc1c3ccccc3nc(-c3ccccc3N)n21	-7%	-6	-4%	·	·	-2%	·	2%	·
CSc1cccc(NC(=O)COc2ccccc2C)c1	1%	-3	7%	-0.1	-8%	-1%	-11	-8%	-17%
CSc1ccc(/C=C/C(=O)OCC(=O)NC(C)C)cc1	12%	-5	3%	0.1	-7%	1%	7	-17%	-12%
CC(C)(C)c1cc2ncnc(N3CCCCC3)c2s1	9%	-3	-5%	-1.5	-4%	0%	-1	·	-8%
COc1ccc2c(c1OC)C(=O)OC2Nc1nc(-c2cc3ccccc3oc2=O)cs1 (stereo not given)	6%	-3	-8%	-1.1	0%	-1%	3	?	-31%
CCOc1ccccc1CNC(=O)c1cc2cc(S(=O)(=O)N3CCCCC3)ccc2n1C	2%	0	-3%	0.5	1%	-4%	·	-28%	4%
O=C(O)c1ccc2c(c1)-c1nc3ccccc3n1C2=O	-8%	-6	-1%	·	-2%	2%	·	?	-20%
Cc1cc(C)cc(N(CC(=O)NCC2CCCO2)C(=O)CCC(=O)Nc2cc(C)on2)c1 (stereo not given)	5%	-5	1%	0.0	4%	0%	3	16%	14%
CCC1(c2ccc(F)cc2)NC(=O)N(CC(=O)Nc2cccc(S(=O)(=O)N3CCCCC3)c2)C1=O (stereo not given)	4%	-2	-4%	0.2	·	-1%	-8	-32%	5%
COc1ccc(N=C2SC(C(=O)O)CC(=O)N2Cc2ccc(OC)c(OC)c2)cc1 (stereo not given)	-5%	-8	-3%	0.6	5%	-5%	5	-29%	-6%
COc1cccc(NC(=O)C2(C)CCN2CC2CCCCC2)c1 (stereo not given)	·	-11	-3%	·	·	-6%	·	-6%	·
CC(C)NC(=O)c1ccc2c(c1)N(CC(=O)N1CCCC1)C(=O)C(C)(C)O2	1%	-16	-4%	-1.5	-5%	1%	23	-4%	-1%[56.9 µM]

These rows are one share of the data. The share of hits here may be higher or lower than overall.
